# miR-122 sensor: miR-122 Renilla sensor signal increase in Huh7, primary screen, miR-122 inhibitor project, cell-based, single point, plate reader; Huh7 miR-122 Renilla luciferase sensor, 48 h; neutral wells = 0, positive control = 100; activation (reporter increase), % at 12.5 µM; 0.3% of 340,000 active; AID 602342, 2012;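 active = mean replicate activation score at least 90 and every replicate individually at or above 90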;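 also: higher luciferase means less miR-122 activity so hits act as miR-122 inhibitors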
# E-sel inducer: E-selectin induction in HUVECs, primary screen, imaging, HUVEC, immunofluorescence imaging, single point | P16581 | normalized: neutral wells 0, TNF-alpha wells 100 | activation, % at 7.58 µM | 0.37% of 260,000 active | AID 686992, 2013;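 active = mean E-selectin-positive cell signal at least 10% of the positive control, reached in at least 60% of replicates, without over 20% cell loss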;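 also: in these data hits start at about 27%; measured in HUVEC primary endothelial cells; signal is the percent of cells scored E-selectin positive by PE staining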
# Target sequence (P16581 whole entry, looked up): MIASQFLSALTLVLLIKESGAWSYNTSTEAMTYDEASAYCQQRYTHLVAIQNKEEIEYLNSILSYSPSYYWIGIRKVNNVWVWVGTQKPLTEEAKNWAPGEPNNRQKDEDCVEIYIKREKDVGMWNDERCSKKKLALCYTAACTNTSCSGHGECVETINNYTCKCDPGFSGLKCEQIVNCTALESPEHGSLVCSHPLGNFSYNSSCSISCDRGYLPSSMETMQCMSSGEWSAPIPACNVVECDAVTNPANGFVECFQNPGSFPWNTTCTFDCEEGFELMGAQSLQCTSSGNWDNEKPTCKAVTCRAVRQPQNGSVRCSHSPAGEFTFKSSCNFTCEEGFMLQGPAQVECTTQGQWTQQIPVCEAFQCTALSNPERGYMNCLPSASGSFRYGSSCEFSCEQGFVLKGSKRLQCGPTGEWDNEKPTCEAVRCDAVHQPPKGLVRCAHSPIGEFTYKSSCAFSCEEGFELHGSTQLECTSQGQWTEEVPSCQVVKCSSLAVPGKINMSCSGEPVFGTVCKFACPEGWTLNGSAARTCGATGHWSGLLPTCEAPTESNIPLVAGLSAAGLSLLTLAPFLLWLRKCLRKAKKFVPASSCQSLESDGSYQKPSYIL
#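 material = human umbilical vein endothelial cells (HUVEC), E-selectin induction | quantity = 3,000 cells/well | medium = EGM-2 growth medium on 0.1% gelatin-coated wells | technique = immunofluorescence imaging | read-out basis = % PE-positive cells | control set = TNF-alpha positive control, DMSO neutral control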
# ERAP1 HTS inh: human ERAP1 aminopeptidase inhibitors, primary screen, biochemical, single point, plate reader; 0.15% of 340,000 active; AID 652197, 2013; recombinant ERAP1, Leu-AMC fluorescence, 60 min; inhibition, % at 10.7 µM;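 active = mean replicate inhibition of at least 30%, or all replicates individually reaching that 30% level; inactive = mean below 30% and not every replicate reaching it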;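 also: 0% = neutral control wells and 100% = L-leucinethiol positive control wells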
# RAD54 branch: inhibitors of human RAD54 branch migration, primary screen, biochemical, fluorescence, single point; RAD54 Holliday junction branch migration, FAM/BHQ fluorescence; 0.14% of 360,000 active; AID 602329, 2012; inhibition, % at 10.4 µM;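 active = mean normalized replicate activity at least 40 and at least half of replicates scoring 40 or more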;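 also: 0% = median of neutral control wells and 100% = median of positive control wells; inhibitors cause a drop in the FAM fluorescence signal; in these data hits start at about 50%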
# PglD inh: C. jejuni PglD acetyltransferase inhibitors, primary screen, biochemical, DTNB colorimetric, single point. inhibition, % at 12.5 µM. AID 602405, 2012. UDP-N-acetylbacillosamine N-acetyltransferase PglD (Campylobacter jejuni). 0.098% of 360,000 active. purified PglD enzyme, DTNB colorimetric CoA detection; in the data active = inhibition above about 16%, passing the limit was not always enough; also: strong numbers were not always called active
# Cneo AK release: Cryptococcus neoformans cell lysis inducers, primary screen, AK release luminescence, single concentration; C. neoformans lysis, adenylate kinase release luminescence, 4 h; normalised: neutral wells 0, clomiphene wells 100; lysis activity, % at 15 µM; 0.2% of 360,000 active; AID 651654, 2012;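 active = mean lysis activity across replicates of at least 80%, whatever share of replicates individually reach that level; inactive = mean lysis activity below 80%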
#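 Assay system: C. neoformans cells. Amount: yeast cell density of 5 × 10^6 cells/mL. Technique: AK luminescence. Buffer or medium: YPD. Times: static 4 h at 37 °C with compound, 1 h detection. Dosing: single-point compound dose. Read-out: lysis from increased AK signal.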
# RAD52 anneal inh: RAD52 DNA annealing inhibitors, primary screen, biochemical, FRET, single point, set 2; DNA repair protein RAD52 homolog (Homo sapiens), P43351; recombinant RAD52 DNA annealing, FRET fluorescence; inhibition, % at 18.7 µM; 0.46% of 360,000 active; AID 651710, 2012;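 active = every replicate showing at least 50% inhibition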
# Target sequence (P43351 whole entry, looked up): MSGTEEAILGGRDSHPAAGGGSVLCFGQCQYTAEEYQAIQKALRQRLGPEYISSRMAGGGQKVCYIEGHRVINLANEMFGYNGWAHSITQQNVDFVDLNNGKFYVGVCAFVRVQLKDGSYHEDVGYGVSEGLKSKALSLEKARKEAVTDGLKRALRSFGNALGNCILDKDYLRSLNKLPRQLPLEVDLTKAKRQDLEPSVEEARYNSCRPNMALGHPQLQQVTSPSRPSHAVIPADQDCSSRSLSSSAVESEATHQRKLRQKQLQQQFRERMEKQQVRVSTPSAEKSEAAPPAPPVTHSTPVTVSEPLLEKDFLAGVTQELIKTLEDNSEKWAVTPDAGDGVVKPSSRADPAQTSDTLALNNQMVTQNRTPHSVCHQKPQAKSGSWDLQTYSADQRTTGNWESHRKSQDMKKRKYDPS
# PGC1a acetyl inh: inhibitors of PGC1a acetylation signal, primary screen, cell-based, U2OS, AlphaScreen, inhibitor mode | inhibition, % at 15.6 µM | AlphaScreen anti-acetyl-lysine; with virally co-expressed GCN5 acetyltransferase | 0.17% of 350,000 active | AID 651687, 2012;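 active = every replicate shows inhibition of at least 40%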;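 also: 0% = neutral control wells and 100% = positive control wells; some results beyond the cut were filed as inactive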
# * = called active by the depositor; · = not tested or not shown; & = joins results of further samples; [ ] = dose if it differs, or a comment. Rows are unselected; 1.4% or so of the library scored in one or more.
Molecule	RAD52 anneal inh	E-sel inducer	PglD inh	RAD54 branch	PGC1a acetyl inh	miR-122 sensor	ERAP1 HTS inh	Cneo AK release
CCOc1ccc(NC(=O)CSc2nc(=O)n(Cc3ccccn3)c3c2CCC3)cc1	-8.4	·	-4.4	5.3	-21.5	·	1.3	-1.1
Cc1nc(C(F)(F)F)ccc1C(=O)N1CCC1(C)C(=O)NS(=O)(=O)c1cccc(F)c1 (stereo not given)	-10.8	-0.1	-0.9	4.9	4.9	-6.5	-5.2	-0.2
COC(=O)Cc1[nH]n(-c2nc3ccccc3s2)c(=O)c1C(C)=O	·	·	3.1	-1.0	0.1	3.0	·	-3.8
CCC(=O)c1ccc(OCC(O)CN(CCc2ccccc2)Cc2ccccc2)cc1 (stereo not given)	·	·	-2.8	-5.6	·	-2.8	·	16.9
CCCNC(=O)C[C@@H]1CC[C@H]2[C@@H](COC[C@H](O)CN2C(=O)C2CCOCC2)O1	-143.9	-0.1	-0.1	-0.9	5.8	8.5[16.7 µM]	1.3	-1.7
CCc1ccc(OCC(=O)Nc2ncc3c(n2)CC(C)(C)CC3=O)cc1	·	·	1.7	-7.1	-6.8	-1.4	·	-0.2
CCCn1cc(S(=O)(=O)c2ccccc2)c(=O)c2cc(OCC)ccc21	-24.5	·	2.7	-13.8	3.4	0.2	0.9	-2.2
O=C(NCCCN1CCOCC1)c1cc(-c2ccccc2)nc2ccccc12	-0.7	·	-7.9	2.1	·	·	1.1	-4.4
Cc1ccn2c(Cc3ccccc3)c(-c3ccccc3)nc2c1	-126.1	0.0	1.7	-1.8	5.5	2.0	12.5	2.5
CC(NC(=O)c1ccc(NC(=O)c2ccco2)cc1)c1ccccc1 (stereo not given)	-29.3	2.3	5.9	-3.5	6.0	0.4	-6.0	0.5
COc1ccc(C)cc1-n1ccn(CC(=O)Nc2ccc(Br)cc2F)c(=O)c1=O	-1.7	-0.3	-3.0	-5.7	2.0	-3.1	2.3	-0.2
O=C(NCc1ccc(F)cc1)c1cc(C2CCCN(C(=O)c3ccccn3)C2)on1 (stereo not given)	5.5	0.0	5.3	-1.3	12.9	-0.1	-1.0	-0.9

# Following part:
Molecule	RAD52 anneal inh	E-sel inducer	PglD inh	RAD54 branch	PGC1a acetyl inh	miR-122 sensor	ERAP1 HTS inh	Cneo AK release
CN(CC(=O)Nc1cccc(F)c1)C(=O)c1ccc(OCc2ccccc2)cc1	-8.2	·	-4.3	-2.4	3.9	-5.5	0.2	1.5
C[C@@H]1CN([C@@H](C)CO)C(=O)c2cc(NC(=O)Nc3ccccc3)ccc2O[C@@H](C)CCCCO[C@@H]1CN(C)C	-3.4	0.3	6.2	7.3	0.8	-2.0[16.7 µM]	0.8	-5.0
O=C(COC(=O)/C=C/c1ccc(F)cc1)Nc1ccc(S(=O)(=O)N2CCOCC2)cc1	-20.9	·	1.4	-5.6	-2.9	·	-1.4	-1.0
COc1ccc([C@H]2CC(=O)C=C(c3cc4ccccc4s3)C2)cc1	-10.0	-0.1	-3.6	-0.6	-8.7	1.8	-1.3	-1.4
COc1ccc(-c2c(C#N)c(N)nc3sc(C(=O)c4ccccc4)c(N)c23)cc1	·	0.7	-5.5	-13.4	-2.5	-2.6	·	1.8
O=C(O)C(Cc1c[nH]c2ccccc12)NS(=O)(=O)c1ccc(Br)cc1 (stereo not given)	-19.9	0.2	-5.7	6.4	6.3	6.6	-0.3	0.1
O=C(NCc1n[nH]c(=S)n1-c1ccc(F)cc1)c1ccc(S(=O)(=O)N2CCCC2)cc1	·	·	1.9	2.4	4.3	-5.7	·	-3.7
CN(C)S(=O)(=O)c1ccc(C(=O)Nc2ccc(S(=O)(=O)NC3=NCCCCC3)cc2)cc1	·	·	-1.2	-22.0	-12.2	18.0	·	-0.7
CCOc1ccc(OCC)c(S(=O)(=O)NCc2ccc3c(c2)OCO3)c1	6.8	·	-6.2	-5.2	·	·	3.9	2.1
CC(C)CC#Cc1cnc2c(c1)C(=O)N([C@H](C)CO)C[C@H](C)[C@H](CN(C)Cc1ccccc1F)O2	6.7	-0.4	-0.9	-14.7	-0.5	5.2[16.7 µM]	2.1	-2.3
COc1cccc(OCC(O)CN2CCN(c3ccccc3)CC2)c1 (stereo not given)	-9.2&-1.2	0.0	-4.3&8.7	-5.5&-1.7	-0.6&-5.6	-6.8&-5.1	-0.9&-2.3	-0.4&-0.3
C[C@H]1CN([C@@H](C)CO)C(=O)c2cccc(NC(=O)Nc3ccc(F)cc3)c2O[C@@H]1CN(C)C(=O)Nc1ccc2c(c1)OCO2	9.8	0.0	-5.2	4.4	-2.0	-0.7[16.7 µM]	-23.6	-3.4

# Further records follow.
Molecule	RAD52 anneal inh	E-sel inducer	PglD inh	RAD54 branch	PGC1a acetyl inh	miR-122 sensor	ERAP1 HTS inh	Cneo AK release
COc1ccc([C@H]2C[C@@H](O)[C@H](n3cc(C4CC4)nn3)CN2CC2CCCCC2)cc1	-12.3	0.0	1.6	1.8	·	-1.1	19.9	1.1
O=C(OCc1cc(=O)n2ccsc2n1)c1ccccc1O	-8.1	0.0	-4.1	-6.2	1.9	0.4	4.9	-1.3
COc1ccc(NC(=O)CCCC(=O)c2ccccc2)cc1OC	1.2	0.1	3.1	1.6	·	0.5	-6.3	1.8
C/C=C/c1cnc2c(c1)C(=O)N([C@H](C)CO)C[C@H](C)[C@@H](CN(C)Cc1cccc(C(=O)O)c1)O2	-8.2	-0.2	-0.9	-0.3	-1.0	-6.6[16.7 µM]	-1.2	0.3
O=C(O)c1cccc(-n2cccc2/C=N/O)c1	·	·	-1.4	13.5	·	10.5	·	-1.4
CCCNC(=O)N(C)C[C@H]1Oc2cc(-c3ccccc3F)ccc2S(=O)(=O)N([C@H](C)CO)C[C@@H]1C	·	4.2	1.2	6.8	-1.5	·	·	-4.6
CC(=O)NS(=O)(=O)c1ccc(NC(=O)c2ccc3c(c2)NC(=O)CS3)cc1	-14.4	1.7	-3.3	-0.3	6.6	-0.4	0.3	5.0
COc1ccccc1CCCNC(=O)C1CCC(=O)N(CCCN2CCCC2=O)C1 (stereo not given)	-0.6	·	3.9	-4.6	6.1	-5.1	-1.6	2.4
COC(=O)Cc1csc(NCc2ccccc2)n1	-20.6	-0.1	-1.0	-7.3	-30.1	0.8	-2.2	4.3
O=C(C[C@H]1CC[C@@H](NS(=O)(=O)c2ccc(F)cc2)[C@@H](CO)O1)N1CCC(Cc2ccccc2)CC1	-11.0	0.1	1.5	-6.8	-7.6	·	0.4	0.3
Cc1cccc(C)c1OCc1cc(C(=O)N(Cc2c(C)nn(C)c2C)C2CC2)no1	-8.6	·	-2.0	1.5	7.9	-6.6	-0.1	-0.7
CCN(CC)CCCNc1nc(CN2CCOCC2)nc2sc3c(c12)CCC3	15.3	·	·	·	3.4	4.9	-0.3	·

# Sorted by number of heavy atoms (falling): 4 of the compounds above
Molecule	RAD52 anneal inh	E-sel inducer	PglD inh	RAD54 branch	PGC1a acetyl inh	miR-122 sensor	ERAP1 HTS inh	Cneo AK release
O=C(NCc1n[nH]c(=S)n1-c1ccc(F)cc1)c1ccc(S(=O)(=O)N2CCCC2)cc1	·	·	1.9	2.4	4.3	-5.7	·	-3.7
CCN(CC)CCCNc1nc(CN2CCOCC2)nc2sc3c(c12)CCC3	15.3	·	·	·	3.4	4.9	-0.3	·
COc1ccc(NC(=O)CCCC(=O)c2ccccc2)cc1OC	1.2	0.1	3.1	1.6	·	0.5	-6.3	1.8
Cc1ccn2c(Cc3ccccc3)c(-c3ccccc3)nc2c1	-126.1	0.0	1.7	-1.8	5.5	2.0	12.5	2.5

# The listing continues:
Molecule	RAD52 anneal inh	E-sel inducer	PglD inh	RAD54 branch	PGC1a acetyl inh	miR-122 sensor	ERAP1 HTS inh	Cneo AK release
C[C@@H]1CN([C@H](C)CO)C(=O)Cc2cc(NC(=O)CCC(F)(F)F)ccc2O[C@H]1CN(C)S(C)(=O)=O	4.5	0.0	-0.9	-10.7	-61.9	0.9[16.7 µM]	4.7	-0.1
CCCC(=O)Nc1ccc2c(c1)C(=O)N(C)C[C@@H](OC)[C@H](C)CN(C(C)=O)[C@@H](C)CO2	4.8	-0.1	-1.0	-6.7	-2.4	13.5[16.7 µM]	1.1	46.2
C(=NC12CN3CN(CN(C3)C1)C2)c1ccc2c(c1)OCO2	·	·	3.4	2.9	-4.3	-17.9	·	-2.8
Cc1cccc(C(=O)NC(=S)NC(C)c2ccccc2)c1 (stereo not given)	1.6	0.8	-3.3	-1.5	-5.4	5.2	7.6	0.8
CN(C)C(=O)c1cccc(-c2ccc([C@H]3[C@H](CO)N4CCCCN(CCC(F)(F)F)C[C@@H]34)cc2)c1	-2.7	-0.4	-0.8	0.7	-4.0	9.8[16.7 µM]	-1.8	-1.9
CC(C)CSc1nc2c(c(=O)[nH]c(=O)n2C)n1CCc1ccccc1	·	·	-1.5	-2.3	-10.9	0.3	·	-0.3
O=C(NCc1nnc(SCC(=O)N2CCCCCC2)o1)c1ccccc1F	-6.6	0.2	2.2	-1.4	-2.3	1.4	0.2	-0.4
CCOC(=O)C1=C(COC(=O)c2cccc(Cl)c2)NC(=O)NC1C (stereo not given)	-3.5	·	3.6	1.9	-3.2	-5.4	-1.2	1.7
CCC(C)NC(=O)c1ccc(CSCc2ccc(Cl)cc2)o1 (stereo not given)	0.8	·	4.6	0.5	·	·	-2.2	-10.6
Cc1c(CCC(=O)O)c(=O)oc2cc3occ(-c4ccccc4)c3cc12	-2.2	·	-8.7	-24.7	-0.6	-7.6	15.9	5.1
Cc1ccc[n+](CC(=O)Nc2ccc([N+](=O)[O-])cc2Cl)c1	·	·	-1.7	7.4	-4.0	-4.3	·	-0.3
FC(F)(F)c1ccccc1NC(=S)N1CCN(c2ncccn2)CC1	1.9	·	1.1	-8.1	·	·	-0.3	-2.5

# Further compounds:
Molecule	RAD52 anneal inh	E-sel inducer	PglD inh	RAD54 branch	PGC1a acetyl inh	miR-122 sensor	ERAP1 HTS inh	Cneo AK release
COc1cc(NC(=O)CCS(=O)(=O)c2ccc3c(c2)n(C)c(=O)c(=O)n3C)cc(OC)c1	2.6	-0.1	0.4	-4.7	·	-1.5	·	-1.9
C[C@@H]1CN([C@H](C)CO)C(=O)c2ccccc2-c2ccccc2CO[C@H]1CN(C)C(=O)Cc1ccccc1	16.9	-3.3	-0.9	-4.4	6.2	·	-0.1	-0.8
CC(c1c(O)c2ccccc2[nH]c1=O)C1(C)CCC(O)C(C)(C)O1 (stereo not given)	-3.0	·	2.9	4.8	3.1	-2.1	1.6	10.0
O=C(c1ccnc(Cl)c1)N1CCCC(Nc2ccc(F)cc2)C1 (stereo not given)	-15.1	0.0	5.0	7.5	1.7	-4.7	-1.1	-1.4
Nc1nc(N)c2sc3nc(C(F)(F)F)cc(C(F)(F)F)c3c2n1	·	-0.3	-1.2	-3.1	24.7	-23.8	·	-1.5
CC(C)(C)NC(=O)CN(C(=O)c1snc(C(=O)NC2CCCCC2)c1N)c1ccc(F)cc1	0.9	0.1	1.6	12.1	-16.4	-4.2	1.0	0.8
CCOCCCN(C(=O)Cn1nnc(-c2ccc(C)o2)n1)C(C(=O)NCC1CCCO1)c1ccc(F)cc1 (stereo not given)	-4.8	5.3	·	·	6.6	·	-2.0	·
O=C(CCCCl)Nc1nc(-c2ccc3c(c2)OCCO3)cs1	-9.0	·	2.5	-4.0	1.8	-10.7	-2.1	-3.2
